# NPY-Y2 antag = blocks the human neuropeptide Y Y2 receptor; P49146; NPY-Y2 expressing cells, antagonist mode; inhibition, % at 2.7 µM; hit rate 0.99% among 140,000; AID 793; in the data active = inhibition above about 17%;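 also: 0% = vehicle with agonist challenge and 100% = reference antagonist with challenge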
# Target sequence (P49146 whole entry, looked up): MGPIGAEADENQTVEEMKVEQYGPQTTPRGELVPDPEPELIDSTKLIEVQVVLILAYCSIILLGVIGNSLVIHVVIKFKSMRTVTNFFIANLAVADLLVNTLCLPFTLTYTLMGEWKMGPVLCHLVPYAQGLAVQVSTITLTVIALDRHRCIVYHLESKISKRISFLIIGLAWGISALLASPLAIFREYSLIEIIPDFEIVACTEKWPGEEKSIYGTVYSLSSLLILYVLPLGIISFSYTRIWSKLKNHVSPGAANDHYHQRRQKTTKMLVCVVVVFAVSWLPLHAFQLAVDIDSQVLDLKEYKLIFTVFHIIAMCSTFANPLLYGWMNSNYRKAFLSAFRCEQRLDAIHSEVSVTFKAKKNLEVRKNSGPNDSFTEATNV
# HCT116 PTEN-null = suppresses growth of cells with PTEN deletion | HCT116 PTEN-null viability, CellTiter-Glo, 60 h; active compounds read low | AID 827 | hit rate 1.2% among 140,000 | viability, % at 10 µM;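 active = viability at or below a set limit, 4 SD under the median of all tested compounds, cut at about 3.7% in these data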;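 also: PTEN knockout HCT116 line with beta catenin targeted HCT116 as companion control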
# E-sel TNF inh = TNF alpha driven E-selectin expression inhibition | inhibition, % at 2 µM | AID 1246 | hit rate 0.71% among 120,000 | HUVEC TNFa-induced E-selectin immunofluorescence, high content;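 active = inhibition above the batch mean plus 3 SD, and confirmed as a hit on visual image review, cut at about 43% in these data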;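 also: 0% = TNF-stimulated DMSO wells and 100% = unstimulated control wells; not every result past the cut was called active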
# bCat KO growth = beta-catenin-lacking colon tumor cell growth suppression | AID 818 | hit rate 1.5% among 140,000 | viability, % at 10 µM | HCT116 beta-catenin knockout viability, CellTiter-Glo, 60 h; active compounds read low;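 active = viability at or under a set limit, the compound median less 4 SD, cut at about 6% in these data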;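 also: 0% = Hyamine 1622 control at 20 µM and 100% = untreated cell control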
# Yeast growth inh = reduces growth of yeast BB579 in restrictive medium; S. cerevisiae BB579 growth, OD615, 48 h; AID 804; inhibition, % at 10 µM; hit rate 0.51% among 140,000;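 active = inhibition above a set limit, 3 SD over the mean compound inhibition, cut at about 44% in these data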; also: inactives centre near -24
#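 System: Saccharomyces cerevisiae DeaD strain BB579, replicative lifespan model yeast | Buffer or medium: Restrictive glucose-based CSMM-D medium | Times: 4 h preincubation and 48 h exposure at 30 °C | Detection: OD615 turbidity measurement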
# Phagocyt inh = inhibitors of macrophage phagocytosis; J774A.1 macrophage IgG-bead phagocytosis, imaging; inhibition, % at 5 µM; hit rate 0.07% among 110,000;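 active = inhibition above the mean of the plate negative controls plus 5 SD, cut at about 13% in these data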;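 also: phagocytic index as fraction of beads internalized from green versus red external bead signal; plate controls were DMSO negative control for no effect and cytochalasin-D positive control for full effect; some results beyond the cut were filed as inactive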
# GALR2 blocker = blocks the human galanin receptor 2 | GALR2-expressing cells, antagonist mode | hit rate 0.39% among 140,000 | inhibition, % at 4 µM; in the data active = inhibition above about 27%;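 also: cells stimulated with galanin 1-16 at roughly its EC80; 0% = agonist challenge control and 100% = basal control without agonist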
# Target sequence (O43603 whole entry, looked up): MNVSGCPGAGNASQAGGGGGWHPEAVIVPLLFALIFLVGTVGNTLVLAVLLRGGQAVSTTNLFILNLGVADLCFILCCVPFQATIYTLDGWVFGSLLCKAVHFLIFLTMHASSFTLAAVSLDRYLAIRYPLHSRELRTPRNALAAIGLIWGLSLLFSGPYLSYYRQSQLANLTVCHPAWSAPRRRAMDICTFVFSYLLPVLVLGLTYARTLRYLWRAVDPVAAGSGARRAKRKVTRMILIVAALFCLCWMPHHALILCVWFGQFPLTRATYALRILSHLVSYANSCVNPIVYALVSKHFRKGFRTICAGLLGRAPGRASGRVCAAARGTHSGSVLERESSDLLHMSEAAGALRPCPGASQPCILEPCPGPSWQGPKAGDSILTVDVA
# Measles CPE = protection of cells from measles virus; AID 841; hit rate 1.5% among 140,000; protection (pct of control), % at 4 µM; Measles virus-infected cells, CPE protection, absorbance; in the data active = protection mostly above about 24%, no sharp cut-off; inactive = mostly below about 26%; also: some compounds called inactive have numbers as strong as hits
# MRP-1 activ = MRP-1 activation | H69AR cells + doxorubicin, viability rescue, CellTiter-Glo | viability increase, % at 10 µM | hit rate 0.61% among 140,000 | AID 799;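 active = viability gain under doxorubicin at or above a set limit, the compound median plus 3 SD, cut at about 4.7% in these data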;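 also: MRP-1 overexpressing cells given doxorubicin 25 µM after compound pretreatment; 18-22 h compound pretreatment then 72 h with doxorubicin before readout; 0% = doxorubicin-only wells and 100% = vehicle-treated cells without doxorubicin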
# Yeast life ext = extends the lifespan of yeast; inhibition of the nicotinamide effect, % at 10 µM; S. cerevisiae growth with nicotinamide, OD615; deaD strain in restrictive glucose medium; hit rate 0.68% among 130,000; AID 775;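 active = inhibition above a set limit, placed 3 SD over the median of all compounds, cut at about 26% in these data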;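 also: 0% = nicotinamide-treated wells and 100% = cells grown without nicotinamide; some compounds called inactive have numbers as strong as hits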
#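 System: DeaD-strain S. cerevisiae / Buffer or medium: CSMM-D, restrictive glucose (dextrose) synthetic minimal medium / Probe or stimulus: nicotinamide, 1.5 mM, co-present with compound / Compound: one concentration, 10 µM, DMSO 0.25% / Incubation: 48 h compound exposure at 30 °C, humidified / Technique: optical density (absorbance) at 615 nm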
# * hit, by the source's call; . = not tested or not shown; & = joins results of further samples.
SMILES,NPY-Y2 antag,HCT116 PTEN-null,E-sel TNF inh,bCat KO growth,Yeast growth inh,Phagocyt inh,GALR2 blocker,Measles CPE,MRP-1 activ,Yeast life ext
Cc1ccc2nc(-c3cccnc3)c(NC3CCCCC3)n2c1,1,94,.,82,-19,-11,8,4,-2.8,-3
O=C(CCCN1C(=O)CCC1=O)Nc1ccc(Br)cc1F,1,92,-2,95,-20,-1,-4,21,-1.1,12
CCC(CC)C(=O)Nc1cccc(C(=O)Nc2ccc3c(c2)OCO3)c1,-1,84,14,87,-32,-3,4,3,-1.7,-15
Cc1ccc(CNC(=O)C2CCCN(S(=O)(=O)c3c(C)[nH]c(=O)[nH]c3=O)C2)cc1 (stereo not given),0,94,-1,89,-29,1,-6,2,-1.0,5
O=C(NCc1cccc(Cl)c1)c1ccc(S(=O)(=O)Nc2cccc(C(F)(F)F)c2)cc1,-2,88,.,89,-35,-11,9,15,-0.4,4
CSCCC(NC(=O)COc1ccccc1)C(=O)OCC(=O)c1cc2ccccc2o1 (stereo not given),4,91,29,106,-38,-1,-5,13,-1.2,-9
Cn1c(C(=O)NCCCN2CCN(c3ccccc3F)CC2)cc2c(=O)n(C)c3ccccc3c21,7,4,-9,1.7*,-19,0,-13,16,-6.1,-9
CC(=O)Nc1cc(C(F)(F)F)ccc1N1CCOCC1,-1,110,-3,102,-35,0,0,22,-0.8,-11
COc1ccc(CC(=O)N2CCCc3ccccc32)cc1OC,1,98,9,89,6,2,0,17,-1.3,-6
CCn1cnc2sc(-c3ccccc3)cc2c1=O,2,108,15,93,-32,0,11,8,-1.4,-18
COC(=O)c1cc(Br)c(=O)n(CCC2=CCCCC2)c1,4,72,-40,81,-25,1,0,2,-0.9,-10
CCOC(=O)CSc1nccc(N(C)C)c1C#N,4,110,27,108,-40,-1,4,39,0.2,-12
O=C(Nc1cccc(Cl)c1)Nc1ccc(Cl)cn1,1,108,-13,107,-76,0,4,26,0.7,-3
COc1ccc(CN2CCSCC2)cc1C,8,106,7,103,-61,0,-26,3,0.0,-6
Cn1c(CSCc2ccccc2)nnc1SCC(=O)Nc1nccs1,1,75,-5,77,-8,.,-5,12,-0.9,.
O=C1CC(C(=O)Nc2ccccc2)N=C(N2CCCCC2)N1 (stereo not given),1,94,-3,90,-38,-1,-7,23,-1.0,-13
C(=N\n1cnnc1)/c1ccc(N2CCOCC2)cc1,2,90,.,82,-62,-1,-8,6,-3.0,-12
COCC(=O)Nc1ccccc1NC(C)=O,0,96,-15,92,-41,0,5,0,-0.1,-9
c1ccc(CSc2snnc2-c2ccccc2)cc1,7,78,16,88,-9,0,-3,9,-0.9,-10
O=C(C1CC2CCC1C2)N1CCN(Cc2ccc3c(c2)OCO3)CC1 (stereo not given),4,99,3,101,-13,-1,2,27,-3.4,-25
Cc1nn(C(=O)C(C)N2C(=O)c3ccccc3C2=O)c(C)c1Br (stereo not given),4,93,.,99,-11,0,0,13,1.3,-1
O=S(=O)(Nc1cccc(C(F)(F)F)c1)c1cnc[nH]1,2,95,-61,102,-20,-1,15,9,-0.3,4
COc1cccc(Oc2ccc(N)cc2)c1,0,99,-22,101,-19,-2,-1,1,-4.9,-6
C/C(=N\O)C(=O)NCCCNCCCN(C)C,3,107,5,98,3,-2,-13,49*,-0.3,-9
S=C(Nc1ccc2snnc2c1)N1CCN(c2ccccn2)CC1,2,89,.,95,-52,-1,2,5,-3.0,-3
CC(=O)Nc1ccc(S(=O)(=O)N2CCCCC2c2cccnc2)cc1 (stereo not given),5,84,.,89,-54,-1,-2,29*,-2.0,-9
CCOC(=O)c1[nH]c2ccc(OC)cc2c1C,3,75,-19,79,-20,.,0,9,-3.5,-28
CCN(CC)C(=S)Nc1ccc(OC)cc1,1,101,.,92,-46,1,1,12,2.5,9
COc1cc(Br)c(C(C)NC(=O)c2ccc(C)cc2)cc1OC (stereo not given),-1,85,-8,77,-4,6,1,10,-2.4,-13
CC(C)c1ccc(C(C(=O)NC(C)(C)C)N(C(=O)CNC(=O)c2ccco2)c2cccnc2)cc1 (stereo not given),2,95,-8,104,-19,.,1,9,-2.4,.
CCOC(=O)C(C(=O)NCc1cccc(OC)c1)c1ncc(C(F)(F)F)cc1Cl (stereo not given),0,87,-32,107,-8,-1,1,8,-1.6,-11
Cc1ccc2nc(-c3ccccn3)oc2c1,1,60,-7,63,-28,-1,0,22,-3.3,-27
COc1ccc(C(=O)Nc2cc(OC)cc(OC)c2)cc1,7,97,.,83,-16,.,8,7,-0.3,-15
Cc1cc(C)c2nc(NC(=O)c3ccc(OCC4CCCO4)cc3)sc2c1 (stereo not given),2,39,-26,36,-44,-1,9,6,0.8,-5
CCC(=O)Nc1ccc(NC(=O)CSc2nnnn2-c2cccnc2)cc1C,4,102,-14,107,1,0,4,8,-1.8,-14
COc1ccc2c(c1)-c1ccccc1S(=O)(=O)N2C(C)=O,6,89,-23,85,-21,.,-3,26,-1.1,5
Cc1ccc(NC(=O)CCNS(=O)(=O)c2cc(Br)cnc2N)c(Cl)c1,2,102,-3,90,-16,-3,1,14,-0.6,5
Cc1cc(F)ccc1S(=O)(=O)N1CCCOC1CNC(=O)C(=O)NCc1ccco1 (stereo not given),2,98,1,89,-60,-2,1,10,-1.7,3
COc1cc2c(cc1OC)-c1nc3ccccc3c(=O)n1C(C)(C)C2,7,57,4,64,6,0,-13,8,-1.4,-17
O=C(CSc1nc(-c2ccccc2)c(-c2ccccc2)[nH]1)Nc1ccc2c(c1)OCO2,3,47,.,38,-67,-1,11,13,-3.9,1
COc1ccccc1N1CCN(CC(O)c2ccc3cc[nH]c3c2)CC1 (stereo not given),2,66,.,58,-10,0,1,20,-4.0,-13
CC(C)CCNC(=O)Nc1ccc2c(c1)N(C)C(=O)CS2,5,82,9,71,-45,-1,6,7,-5.1,-9
COC(=O)CN(c1c(C)cccc1C)S(C)(=O)=O,4,98,-38,90,-21,-1,-2,4,-1.0,0
O=C(CSc1nnnn1-c1ccc2c(c1)OCO2)NCc1ccccc1,8,34,3,35,-62,.,-10,6,-1.6,-4
COC(=O)C1CCCN1C(=O)C1CCCN1C(=O)CNC(=O)OCc1ccccc1 (stereo not given),1,77,.,86,36,-1,-2,0,0.9,2
CC(C)CCOc1ccc(C(=O)O)cc1,6,113,.,99,-4,-2,-3,12,-0.4,-12
Cc1ccc(NC(=O)NC(=O)CSc2nnc(-c3ccc(Cl)cc3Cl)n2N)c(C)c1,1,98,-21,97,-20,-1,7,15,1.5,-3
Cc1ccc(C)c(NC(=O)CN(C)C(=O)[C@@H](NC(=O)c2ccc(C(C)(C)C)cc2)C(C)C)c1,5,102,5,100,10,-9,3,7,-5.6,-2

# An excerpt of these results, field by field:
CC(=O)Nc1cc(C(F)(F)F)ccc1N1CCOCC1
  NPY-Y2 antag: -1	HCT116 PTEN-null: 110	E-sel TNF inh: -3	bCat KO growth: 102	Yeast growth inh: -35	Phagocyt inh: 0	GALR2 blocker: 0	Measles CPE: 22	MRP-1 activ: -0.8	Yeast life ext: -11
COc1ccc(CN2CCSCC2)cc1C
  NPY-Y2 antag: 8	HCT116 PTEN-null: 106	E-sel TNF inh: 7	bCat KO growth: 103	Yeast growth inh: -61	Phagocyt inh: 0	GALR2 blocker: -26	Measles CPE: 3	MRP-1 activ: 0.0	Yeast life ext: -6

# The listing continues:
SMILES,NPY-Y2 antag,HCT116 PTEN-null,E-sel TNF inh,bCat KO growth,Yeast growth inh,Phagocyt inh,GALR2 blocker,Measles CPE,MRP-1 activ,Yeast life ext
CC(=O)/C=C(/C)NC(Cc1c[nH]c2ccccc12)C(=O)O (stereo not given),0&2,91&99,-37,90&92,-16&-52,1,6&7,4&19,-3.0&-2.9,-15
CCn1cnc2sc(C(=O)N3CCN(c4ccc(OC)cc4)CC3)c(C)c2c1=O,1,105,-5,105,-60,.,-6,13,-0.9,-3
COc1ccccc1N(CN1CCCC1=O)C(=O)c1c(F)cccc1F,2,95,.,98,-22,-1,-6,21,-1.8,103*
O=[N+]([O-])c1cccc(Cl)c1N1CCOCC1,2,95,.,94,-33,-4,1,4,-0.7,-2
Cn1nc(C(=O)NCc2ccccn2)c2ccccc2c1=O,2,91,-23,89,-49,.,8,6,0.0,-10
CC(Sc1nncs1)C(=O)Nc1ccc(Cl)cn1 (stereo not given),0,95,-17,89,-9,-4,-8,16,-0.3,-6
CC(=O)N(C)c1ccc(NC(=O)c2ccc([N+](=O)[O-])cc2Cl)cc1,-2,88,.,83,-2,-1,-8,18,-1.3,-2
Nc1nnnn1N=C1CCCCC1,0,98,22,94,-16,1,10,4,-0.5,-3
CCCCC(CC)CNC(=O)c1ccc2c(c1)OCO2 (stereo not given),6,90,.,84,-22,0,3,7,-0.2,1
CCOC(=O)c1c(-c2ccc(F)cc2)csc1NC(=O)CCN1C(=O)c2ccccc2C1=O,7,94,-17,97,-17,-7,6,7,1.4,-3
COc1ccc(NC(=O)c2ccc(CNS(=O)(=O)c3cccc(OC)c3)cc2)cc1,-1,93,6,84,-44,0,2,6,-0.1,-11
CS(=O)(=O)N(CC(=O)NCCSc1ccc(Cl)cc1)c1ccc2c(c1)OCO2,10,103,-15,96,-45,0,2,7,-1.8,-18
COc1ccc(OC)c(N2C(=O)CC(Cc3ccc(Cl)cc3)C2=O)c1 (stereo not given),-1,96,34,96,-27,.,-2,7,-0.9,.
COc1ccc(OC)c(NC(=O)CCN2CCC(C)CC2)c1,0,93,-25,92,-58,0,7,9,-0.9,-6
CC(C)CCNC(=O)CCSCCC(=O)NCCC(C)C,0,97,-9,92,-22,-2,3,7,-1.8,3
COc1ccc(CNC(=O)CN(Cc2ccccc2)S(=O)(=O)c2ccc(Cl)cc2)cc1,1,65,10,75,-29,0,3,5,-3.4,-15
CCOCCCNC(=O)Cc1ccc(F)cc1,0,99,-21,102,-25,-2,8,6,1.0,4
COc1ccc(C(=O)c2c[nH]c(C(=O)NCC3CCCO3)c2)cc1 (stereo not given),3,103,-36,96,-11,-1,3,3,-2.0,-5
CCOC(CNC(=O)c1ccc2nc(N3CCC(C)CC3)sc2c1)OCC,3,92,5,95,2,.,7,10,-0.4,-12
CSc1ccccc1C(=O)Nc1cccc(C(C)O)c1 (stereo not given),3,103,8,95,-9,1,7,8,-2.2,-9
COc1ccc(-c2nnn(CC(=O)c3ccccc3)n2)cc1OC,2,107,-2,97,-48,-1,8,5,1.9,-13
O=C(CSc1nc2ccccc2[nH]1)N1CCN(c2ccccc2)CC1,4,92,0,95,-11,0,9,14,0.0,-8
CCOC(=O)c1cc(-c2ccc(/C=C3/C(=O)NC(=O)C(C#N)=C3C)o2)ccc1Cl,1,100,-11,104,-19,.,-6,23,-3.1,-19
CC1=C(C(=O)OCC2CCCO2)C(c2ccncc2)C2=C(CCCC2=O)N1 (stereo not given),4,100,.,98,-49,-3,4,6,-1.9,-4
CCOC(=O)N1CCC(NC(=O)C2CCCN2C(=O)OCc2ccccc2)CC1 (stereo not given),2,95,-14,98,12,-1,5,6,-2.7,-8

# Bioassay records deposited in PubChem BioAssay by several laboratories.

# Rows are unselected (roughly 6.2% active in at least one column).
